# M5 antag: human M5 muscarinic receptor antagonists, primary screen, CHO cells, Fluo-8 calcium fluorescence; 360,000 tested, 0.59% active; AID 624040, 2012; CHO-hM5 cells, ACh EC80; inhibition, % at 3 µM; Muscarinic acetylcholine receptor M5 (Homo sapiens), P08912;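 active means inhibition above a per-plate cutoff, the mean of that plate's test compounds plus 3 SD, cut at about 27% in these data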;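 further: 0% = acetylcholine EC80 with DMSO and 100% = DMSO without agonist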
# Target sequence (P08912 whole entry, looked up): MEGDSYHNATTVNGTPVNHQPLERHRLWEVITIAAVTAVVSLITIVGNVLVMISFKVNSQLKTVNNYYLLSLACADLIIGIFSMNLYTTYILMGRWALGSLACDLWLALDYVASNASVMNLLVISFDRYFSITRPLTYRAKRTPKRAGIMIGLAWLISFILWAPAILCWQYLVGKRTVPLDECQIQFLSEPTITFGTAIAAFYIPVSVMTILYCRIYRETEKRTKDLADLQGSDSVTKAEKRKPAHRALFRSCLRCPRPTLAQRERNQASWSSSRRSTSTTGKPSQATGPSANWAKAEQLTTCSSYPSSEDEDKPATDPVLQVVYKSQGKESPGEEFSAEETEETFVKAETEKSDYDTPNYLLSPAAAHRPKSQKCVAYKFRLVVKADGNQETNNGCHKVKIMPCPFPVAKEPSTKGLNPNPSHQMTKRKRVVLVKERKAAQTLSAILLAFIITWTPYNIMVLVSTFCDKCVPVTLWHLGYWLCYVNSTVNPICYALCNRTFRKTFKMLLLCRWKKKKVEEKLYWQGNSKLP
# CRFBP-R2 block: antagonists of CRF-BP/CRF-R2 complex, primary screen, cell-based, HEK293, calcium dye fluorescence, uHTS. CRF-induced calcium fluorescence. inhibition, % at 11.8 µM. 350,000 tested, 0.59% active;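 active means inhibition of the ligand-induced calcium signal above about 50% at the single tested concentration, limit read from the data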
# CRFR2-BP ag: agonists of CRF-BP/CRF-R2 complex, primary screen, cell-based, HEK293, calcium dye fluorescence, uHTS. CRF-binding protein / CRF receptor 2 complex (human). calcium dye fluorescence (FLIPR); percent of saturating CRF peptide response. activation, % at 13.2 µM. 350,000 tested, 0.46% active;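 active means activation of at least 50%, plus an integration ratio under a set limit after plate pattern correction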;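 further: plate controls were neutral control wells without compound for no effect and CRF at EC100 for full effect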
# TAAR1 ag: human TAAR1 agonists, primary screen, Fluo-8 calcium fluorescence, CHO RD-HGA16 cells; Trace amine-associated receptor 1 (Homo sapiens), Q96RJ0; vehicle wells 0%, saturating PEA agonist 100%; activation, % at 3 µM; 360,000 tested, 0.99% active; AID 624467, 2012;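 active means activation above the mean activation of all test compounds in the run plus 3 SD, cut at about 38% in these data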
#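 Test system: RD-HGA16 (CHO) cells co-expressing Gα16 and hTAAR1 | Doses: Single dose, 3 µM | Schedule: 17-24 h seeding, 75 min 37 °C dye, 30 min RT | Evaluation: % activation from peak over basal fluorescence ratio, DMSO-to-PEA scaled | Technique: Kinetic Fluo-8 calcium fluorescence | Benchmarks: Low control DMSO, high control PEA (EC100)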
# M1 PAM parental: nonselective calcium activators in parental CHO-K1 cells, primary screen, counter-screen for M1 PAM project, cell-based, Fluo-8 calcium fluorescence, full deck, 1536-well. activation, % at 3 µM. 360,000 tested, 0.02% active. ATP EC20; 0% at ATP EC20, 100% at ATP max;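 active means activation above the run cutoff, the mean activation of all test compounds plus 3 SD, cut at about 40% in these data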;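 further: peak over basal fluorescence ratio in a 140 s read after ATP addition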
# TAAR1 antagonist: human TAAR1 antagonists, primary screen, Fluo-8 calcium fluorescence, CHO RD-HGA16 cells | antagonist | AID 624466, 2012 | inhibition, % at 3 µM | Trace amine-associated receptor 1 (Homo sapiens), Q96RJ0 | 360,000 tested, 1.5% active;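 active means inhibition above a per-plate cutoff, the mean inhibition of test compounds on that plate plus 3 SD, cut at about 49% in these data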;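 further: 0% = DMSO plus EC80 beta-PEA response and 100% = DMSO alone without agonist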
#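 test system = CHO RD-HGA16 cells bearing hTAAR1 | replication = singlicate | controls = DMSO-only wells and EC80 β-PEA-stimulated wells | reagent = EC80 β-phenethylamine stimulus | read-out basis = percent inhibition of PEA-evoked calcium signal, max/basal emission ratio | schedule = seeding 17-24 h prior, 75-min 37 °C, 30-min RT dye loading | signal = kinetic Fluo-8 calcium fluorescence measurement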
# CHRM5 PAM: human M5 muscarinic receptor positive allosteric modulators, primary screen, CHO-K1 cells, Fluo-8 calcium fluorescence. Muscarinic acetylcholine receptor M5 (Homo sapiens), P08912. CHO-K1 hM5, ACh EC20 PAM; 0% = ACh EC20, 100% = ACh EC100. activation, % at 3 µM. 360,000 tested, 0.3% active. AID 624038, 2012;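 active means activation above the run cutoff, the mean activation of all test compounds plus 3 SD, cut at about 18% in these data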
#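 System: CHO-K1 cell line with stable human muscarinic M5 receptor expression | Also added: EC20 acetylcholine as agonist stimulus | Compound: One concentration, 3 µM final (nominal) | Timing: Fluo-8 loading 80 min at 37 °C plus 30 min room temperature | Measured by: Fluo-8 calcium dye fluorescence, kinetic read | Read-out basis: % activation, ACh-normalized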
# M4 PAM: human M4 muscarinic receptor positive allosteric modulators, primary screen, CHO-K1 cells, Fluo-8 calcium fluorescence; Muscarinic acetylcholine receptor M4 (Homo sapiens), P08173; CHO-K1 hM4/Gqi5, ACh EC20; 0% = ACh EC20, 100% = maximal ACh; activation, % at 3 µM; 360,000 tested, 0.4% active; AID 624126, 2012;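 active means activation above its plate's cutoff, the mean activation of sample wells plus 3 SD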; further: some results filed as inactive read as strong as hits
# Target sequence (P08173 whole entry, looked up): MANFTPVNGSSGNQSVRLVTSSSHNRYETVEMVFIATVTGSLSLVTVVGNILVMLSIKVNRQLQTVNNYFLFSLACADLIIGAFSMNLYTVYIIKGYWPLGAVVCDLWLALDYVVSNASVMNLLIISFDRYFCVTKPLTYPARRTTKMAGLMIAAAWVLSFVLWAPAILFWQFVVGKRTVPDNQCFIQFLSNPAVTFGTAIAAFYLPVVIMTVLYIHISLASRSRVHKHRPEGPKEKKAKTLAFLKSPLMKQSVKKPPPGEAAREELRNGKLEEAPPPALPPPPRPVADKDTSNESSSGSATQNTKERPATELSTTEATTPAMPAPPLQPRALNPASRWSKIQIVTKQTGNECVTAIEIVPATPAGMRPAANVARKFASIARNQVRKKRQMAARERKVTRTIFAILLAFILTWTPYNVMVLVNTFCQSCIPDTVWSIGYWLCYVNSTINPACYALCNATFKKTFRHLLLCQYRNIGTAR
# CHRM5 agonist: human M5 muscarinic receptor agonists, primary screen, CHO-K1 cells, Fluo-8 calcium fluorescence | activation, % at 3 µM | CHO-K1 hM5 cells; 0% DMSO wells, 100% maximal acetylcholine response | 360,000 tested, 0.19% active;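 active means activation above the run's mean over test compounds plus 3 SD, cut at about 23% in these data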;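 further: signal is peak over basal fluorescence ratio across the kinetic read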
# * marks the source's active call; other numbers are inactive results; nt = not tested or not shown. Random draw from the library; overall some 4.2% were active at least once.
SMILES,M5 antag,CRFBP-R2 block,CRFR2-BP ag,TAAR1 ag,M1 PAM parental,TAAR1 antagonist,CHRM5 PAM,M4 PAM,CHRM5 agonist
O=C(COc1ccc(S(=O)(=O)N2CCOCC2)cc1)NC1CC1,17,6,3.6,5,8,-17,-4,-6,-3
Cc1ccc(C(=O)/C=C/c2cn(CC(O)CN3CCOCC3)c3ccccc23)cc1 (centres undefined),4,-12,13,-3,20,-2,-3,-5,3
C=CCn1c(SCC(=O)NCc2ccccc2)nnc1-c1cc(Br)ccc1O,7,29,-0.5,9,5,-1,-5,-18,-4
COc1ccc(NC(=O)C2C3C=CC4(O3)C2C(=O)N(CCN2CCCCC2)C4C(=O)NC2CCCC(C)C2C)cc1 (centres undefined),10,-5,-1.6,-3,-4,-3,0,-2,-5
COc1ccc(CCNS(=O)(=O)c2ccc(OC)c(OC)c2)cc1OC,-2,7,-0.6,2,17,-17,6,-2,2
COCC(=O)N1CCC(Oc2ccc(C(=O)N(C)C3CCCCC3)cc2)CC1,-2,1,0.3,0,6,18,-4,-4,-1
CN(C)c1nc(N/N=C\c2ccc(Cl)c([N+](=O)[O-])c2)nc(Nc2ccc(F)cc2)n1,8,-10,-0.1,-1,-10,32,-8,8,0
CNc1cc(C(=O)Nc2cccc(OCc3ccccc3)c2)ncn1,-1,nt,nt,5,12,29,-3,3,0
Cc1noc(C(=O)Nc2cc(Cl)ccc2O)c1Cl,3,-2,1.3,2,-6,4,-3,-6,1
CNC(=O)N(O)C1N(c2ccccc2)C(=S)SC1(C)C (centres undefined),9,15,0.1,1,-4,7,-2,4,2
N#Cc1ccccc1NC(=O)COc1c(Br)cc(Br)c2cccnc12,8,-2,-2.6,2,4,3,-4,-2,-2
Cc1ccn2c(C(C)O)nnc2c1 (centres undefined),-1,-19,3.1,2,17,-10,2,12,0
O=C(Nc1cccc(F)c1)c1c(F)c(F)c(F)c(F)c1F,12,10,2.1,10,-6,11,-14,-11,0
Cc1[nH][nH]c(=O)c1C(c1ccc(-c2ccc(F)cc2)o1)c1c(C)[nH][nH]c1=O,-13,-13,-1.2,2,1,-10,0,-1,1
Cc1ccc(Cn2c(C)nc3c(c2=O)c2nc4ccccc4nc2n3Cc2ccco2)cc1,12,12,8.1,5,0,10,-6,-4,-4
Cc1cc(OCC(=O)Nc2ccncc2)ccc1Br,23,4,-2.2,12,10,14,-18,2,6
FC(F)(F)c1cc(-c2ccccc2)nc(N2CCCCCC2)n1,0,-14,1.0,3,14,-29,0,14,-1
COc1ccccc1C(=O)NNC(=O)CN1C(=O)c2ccccc2C1=O,-3,-2,-2.0,0,1,-15,-1,-2,-4
COC(=O)Nc1ccc(S(=O)(=O)N2CCCC(C(=O)N3CCCCC3)C2)cc1 (centres undefined),-4,-5,18,4,-11,-13,4,5,7
CC1CN(C(=O)CSc2nnc(CNC(=O)c3ccc(S(=O)(=O)N(C)C)cc3)o2)CC(C)O1 (centres undefined),-4,-7,0.6,0,-1,8,0,6,-5
CC(C)C(=O)N1CCC2(CC1)Oc1ccc(F)cc1C(=O)C21CC(c2ccc(Cl)cc2)=NO1 (centres undefined),6,-7,0.7,4,-12,7,-4,-6,-7
CCOC(=O)C1CCCN(C(=O)c2sc3nc(-c4ccc(F)cc4)cn3c2C)C1 (centres undefined),7,0,-1.0,10,6,17,-8,-12,0
COc1cc(OC)cc(C(=O)Nc2cc(C)on2)c1,-3,-19,-2.4,0,17,-15,6,2,4
O=C(COC(=O)/C=C/c1cccc(Br)c1)Nc1cccc(S(=O)(=O)NC2=NCCC2)c1,9,4,4.0,12,-21,-1,-4,-4,-10
CC(=O)N1c2ccc(S(=O)(=O)N3CCCC3C(=O)Nc3cccc(F)c3)cc2CC1C (centres undefined),-2,11,-3.0,0,28,2,1,6,0

# More records
SMILES,M5 antag,CRFBP-R2 block,CRFR2-BP ag,TAAR1 ag,M1 PAM parental,TAAR1 antagonist,CHRM5 PAM,M4 PAM,CHRM5 agonist
COc1ccc(C2(c3ccc(OC)cc3)NC(=O)N(CC(=O)N(C)C)C2=O)cc1,12,-12,1.0,3,11,-17,1,-3,-1
Cc1cccc(N2CCN(C(=O)NCc3ccc(Cl)cc3)CC2)c1,1,1,-1.1,8,6,11,0,-4,-1
Cc1ccc(C2=Nn3c(COc4ccc(Cl)cc4)nnc3SC2CC(=O)O)cc1 (centres undefined),10,-3,0.0,-1,0,-19,-4,6,-7
O=C(O)c1cccc(Cn2c(Cl)c(/C=N/NC(=O)c3cc4ccccc4cc3O)sc2=O)c1,7,1,0.6,1,4,-7,4,1,-1
CSc1ccccc1OCc1cc(C(=O)N(C)CC2COCCO2)no1 (centres undefined),12,10,-1.2,3,20,-11,-6,-4,-2
C=CCN(CC=C)C(=O)COC(=O)c1n[nH]c2ccccc12,3,-8,0.3,0,11,9,-3,-4,-1
O=C(Nc1cccn(Cc2ccc(F)cc2)c1=O)NC1CCCCC1,2,20,1.7,39*,-3,-8,-3,-6,1
COc1ccc(NC(=O)C2Cc3c(-c4cccc(F)c4)ccnc3O2)cn1 (centres undefined),-5,nt,nt,2,11,-10,-1,6,1
CC(=O)N(C)c1cc([N+](=O)[O-])ccc1OCc1ccccc1,16,-6,-1.8,1,-8,-12,-3,0,2
O=C(NC1CCCCCC1)c1ccc(-n2cnnc2)cc1,7,-10,0.2,1,10,-12,-1,0,-1
O=C(C1CCCO1)N1CCN(S(=O)(=O)c2ccccc2)CC1 (centres undefined),1,-9,1.4,nt,0,nt,3,0,-3
CC(C)N1CCCC(CNC(=O)CCc2nnc(CCCCc3ccccc3)o2)C1 (centres undefined),3,5,-0.5,10,20,-3,5,1,-7
CC(C)c1ccc(NC(=O)COC(=O)c2nn(C)c(=O)c3ccccc23)cc1,8,-7,0.3,5,-1,24,-8,10,-2
COc1ccc(Cc2nc(C(=O)Nc3ccc(Cl)cc3)cs2)cc1,6,29,1.5,nt,10,nt,-22,-1,-3
CCc1nnc(NC(=O)c2ccc(COc3ccccc3)o2)s1,3,-42,0.1,9,20,1,3,10,2
Cc1nnc(SCC(=O)Nc2sc3c(c2C#N)CCCCC3)n1N,-1,-6,1.0,10,-8,-2,1,-1,2
CC(C)C(=O)N1CCN(c2ccccc2NC(=S)NC(=O)/C=C/c2ccco2)CC1,11,-12,-0.7,6,8,51*,-5,0,1
CCO[C@H]1OC(C(=O)NCc2nc3ccccc3[nH]2)=C[C@@H](c2csc3ccccc23)[C@@H]1CCCO,9,-7,-2.3,29,-2,54*,-11,-3,-3
COc1ccccc1CNC(=O)CN1c2cccc3cccc(c23)S1(=O)=O,2,16,0.6,5,-1,20,-2,1,3
C=CCn1c(NCc2ccc(OC)cc2)nc2ccccc21,5,2,0.9,3,22,2,5,-3,-4
Cc1ccc(S(=O)(=O)NCCCNS(=O)(=O)c2ccccc2)cc1,1,12,-2.5,0,6,11,3,1,3
FC(F)(F)c1nnc2n1N=C(c1cccs1)CS2,0,6,-1.1,2,17,-9,2,-4,0
O=C(c1ccccc1[N+](=O)[O-])N1N=C(c2ccccc2)CC1(O)C(F)(F)F (centres undefined),-6,-5,-0.6,3,-12,-8,-1,-14,-12
CC1=CC(C)(C)N(C(=O)CSc2nnc(N)s2)c2c(C)cc(C)cc21,10,4,1.7,4,1,-13,-6,-2,-5
O=[N+]([O-])c1ccc(/C=N/Nc2nc(-c3ccccc3)c3cc(Br)ccc3n2)o1,5,-23,5.1,3,18,-2,4,-5,0

# Whole records as entered above. Screens in order: M5 antag, CRFBP-R2 block, CRFR2-BP ag, TAAR1 ag, M1 PAM parental, TAAR1 antagonist, CHRM5 PAM, M4 PAM, CHRM5 agonist
# CC(C)N1CCCC(CNC(=O)CCc2nnc(CCCCc3ccccc3)o2)C1 (centres undefined) is entered as 3, 5, -0.5, 10, 20, -3, 5, 1, -7
# Cc1ccc(S(=O)(=O)NCCCNS(=O)(=O)c2ccccc2)cc1 is entered as 1, 12, -2.5, 0, 6, 11, 3, 1, 3
# CC(C)C(=O)N1CCN(c2ccccc2NC(=S)NC(=O)/C=C/c2ccco2)CC1 is entered as 11, -12, -0.7, 6, 8, 51*, -5, 0, 1
# CC1=CC(C)(C)N(C(=O)CSc2nnc(N)s2)c2c(C)cc(C)cc21 is entered as 10, 4, 1.7, 4, 1, -13, -6, -2, -5
# COc1ccc(NC(=O)C2Cc3c(-c4cccc(F)c4)ccnc3O2)cn1 (centres undefined) is entered as -5, nt, nt, 2, 11, -10, -1, 6, 1

# Additional entries follow.
SMILES,M5 antag,CRFBP-R2 block,CRFR2-BP ag,TAAR1 ag,M1 PAM parental,TAAR1 antagonist,CHRM5 PAM,M4 PAM,CHRM5 agonist
O=C(CCCN1C(=O)CCC1=O)Nc1ccc(Br)cc1F,4,10,-2.1,14,-5,9,-5,8,-1
CC1COC(Cn2c3ccccc3c3ccccc32)O1 (centres undefined),6,-1,0.2,0,19,-20,4,9,0
Cc1nn(C)cc1S(=O)(=O)N1CCN(c2ccccc2)CC1,-6,2,0.4,0,12,-36,6,-3,-4
CC(=O)Nc1ccc(/C=C(\C#N)C(N)=O)cc1,5,6,1.0,2,4,-14,9,-5,1
O=C(NNC(=O)c1ccc2ccccc2c1)c1cccc(F)c1,9,0,-0.2,1,16,6,4,-1,2
CC1C(=O)Nc2ccc(S(=O)(=O)N3CCN(c4ccccc4F)CC3)cc2NC1=O (centres undefined),nt,14,0.3,1,nt,-14,nt,nt,nt
CC(NS(=O)(=O)c1ccccc1)C(=O)NCc1ccco1 (centres undefined),-1,8,1.3,13,19,10,-2,17,-1
CCn1c(SCC(=O)NCc2ccco2)nc2ccccc2c1=O,10,-3,-0.6,9,-11,-3,0,-7,-1
CCN(c1ccccc1)S(=O)(=O)c1cc([N+](=O)[O-])ccc1N,3,-7,3.8,14,16,3,4,2,-7
Cc1cc(Br)cn2c(Cc3ccsc3)c(C3CCCCC3)nc12,1,nt,nt,nt,-3,nt,1,3,-4
O=C(C1CCCO1)N1CCN(C(=S)Nc2ccccc2C(F)(F)F)CC1 (centres undefined),-1,5,-1.0,1,9,0,5,10,0
COc1ccccc1C1CC(=O)Nc2cc3c(cc21)OCCO3 (centres undefined),5,-6,2.6,1,12,8,-5,4,3
O=C(NC1CCN(Cc2ccccc2)CC1)C12CC3CC(CC(C3)C1)C2,4,-34,24,11,-5,-26,-4,-3,-5
O=S(=O)(c1ccc2nnn(O)c2c1)N1CCCCC1,6,-14,2.2,1,-2,-30,-4,5,1
